Source: PubChem
Yeast growth tox: yeast growth toxicity, wild-type and mutant, primary screen, cytotoxicity control for eIF2B function restoration project, wild-type and eIF2Bepsilon R284H mutant, A595. 0.3% of 30,000 active. S. cerevisiae wild-type growth, A595 turbidity, 16 h. growth inhibition, % at 25 µM (by protocol);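 active = mutant and wild-type yeast strains alike exhibit over 30% growth inhibition; inconclusive = a strain exceeds 50% while the second remains under 30%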;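 note: 0% = untreated cell controls and 100% = YPD media blanks without cells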
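System – wild-type and eIF2Bepsilon-R284H mutant S. cerevisiae, screened separately · Measured by – absorbance at 595 nm (turbidity) · Timing – 16 h compound exposure during growth at 30 °C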
Yeast eIF2B: GCN4-lacZ reporter reduction in eIF2B-epsilon mutant yeast, primary screen, S. cerevisiae, eIF2B-epsilon R284H, Beta-Glo luminescence | inhibition, % at 25 µM (by protocol) | AID 688, 2007 | 0.91% of 27,000 active;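 active = mutant luminescence inhibited past about 50% while wild type luminescence and mutant growth stay under set limits, limit read from the data; inconclusive = mutant versus wild type luminescence inhibition gap past a set limit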; note: some compounds called inactive have numbers as strong as hits
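System: Yeast eIF2B-epsilon R284H mutant carrying GCN4–beta-galactosidase fusion | Read-out basis: Percent inhibition, luminescence and growth | Compound: 25 µM single dose | Times: 16 h at 30 °C exposure | Measured by: Luminescence and A595 | Buffer or medium: YPD medium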
Yeast growth tox inhibition %: recorded beside Yeast growth tox, whose call it bears; growth inhibition, %; S. cerevisiae eIF2Bepsilon-R284H mutant growth, A595 turbidity, 16 h;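 each compound tested once at 25 µM; 0% equals untreated cells and 100% equals cell-free medium blanks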
Yeast eIF2B mutant toxicity: further read-out of Yeast eIF2B, marked with its call; growth inhibition, %; measured here: mutant yeast growth, toxicity;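 each compound tested once at 25 µM; zero equals untreated control growth and 100 equals blank medium absorbance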
Active calls of the source: *; ? = inconclusive; · = no result given.

The opening two compounds, to show the layout:
compound | Yeast growth tox | Yeast eIF2B | Yeast eIF2B mutant toxicity | Yeast growth tox inhibition %
COc1ccc2nc(NC(=O)c3ccc(-n4nc(C)cc4C)cc3)sc2c1 | -7 | 8 | -8 | -8
Cc1nnc(SCCn2c(N3CCCCC3)nc3c2c(=O)[nH]c(=O)n3C)s1 | 13 | 18 | -5 | -5

All compounds of this part, from the start:
compound | Yeast growth tox | Yeast eIF2B | Yeast eIF2B mutant toxicity | Yeast growth tox inhibition %
COc1ccc2nc(NC(=O)c3ccc(-n4nc(C)cc4C)cc3)sc2c1 | -7 | 8 | -8 | -8
Cc1nnc(SCCn2c(N3CCCCC3)nc3c2c(=O)[nH]c(=O)n3C)s1 | 13 | 18 | -5 | -5
CCOc1ncccc1C(=O)OCc1cc(=O)oc2c(C)c(C)ccc12 | -23 | -25 | -14 | -14
[O-][N+]1=C2CCC/C(=N\O)C2=NC12CCCCC2 | 9 | 14 | 13 | 13
COc1ccc(-n2c(C(C)n3nc(C)c([N+](=O)[O-])c3C)n[nH]c2=S)cc1 (stereo unspecified) | 23 | -17 | -7 | -7
O=S(=O)(NCC1CCCO1)c1ccc(S(=O)(=O)N(Cc2ccc(F)cc2)C2CCCCC2)cc1 (stereo unspecified) | -35 | 32 | 26 | 26
NC(=O)c1cccc2c3c([nH]c12)CCCC3 | -1 | 31 | -18 | -18
O=C(NCCN1CCN(c2ccccc2)CC1)C1CCN(S(=O)(=O)c2cccs2)CC1 | -28 | 9 | · | 0
Cc1cc(C)c(C#N)c(SCCS(=O)(=O)Cc2ccc(Cl)cc2)n1 | 3 | -4 | -24 | -24
COc1ccccc1C(=O)OCC(=O)Nc1ccc(OC(F)F)cc1 | 7 | 16 | 20 | 20
COC(=O)c1[nH]cnc1C(=O)c1ccccc1 | -4 | -7 | 17 | 17
CN(CCO)C1=CC(=O)CC(C)(C)C1 | -6 | 35 | -4 | -4
CC(NC(=O)c1ccc(CS(=O)(=O)c2cccc(C(F)(F)F)c2)o1)c1ccc2c(c1)OCCO2 (stereo unspecified) | 16 | 14 | 6 | 6
O=C(Cn1cnc2c(nnn2-c2ccc(F)cc2)c1=O)N1CCCC1 | 1 | 47 | 3 | 3
CC(C)NC(=O)CSc1nc(-c2cccs2)cc(-c2ccccc2)c1C#N | -2 | 35 | · | 0
O=C(Nc1nnc(C(F)(F)F)s1)c1cccnc1 | -15 | 24 | · | 0

Quoted at random: 3 compounds from above, in no set order.
compound | Yeast growth tox | Yeast eIF2B | Yeast eIF2B mutant toxicity | Yeast growth tox inhibition %
COC(=O)c1[nH]cnc1C(=O)c1ccccc1 | -4 | -7 | 17 | 17
O=C(Nc1nnc(C(F)(F)F)s1)c1cccnc1 | -15 | 24 | · | 0
CN(CCO)C1=CC(=O)CC(C)(C)C1 | -6 | 35 | -4 | -4

Following part.
compound | Yeast growth tox | Yeast eIF2B | Yeast eIF2B mutant toxicity | Yeast growth tox inhibition %
N#Cc1ccc(-c2ccc3c(c2)OCO3)nc1SCC(=O)OCc1ccccc1 | 28 | · | · | 13
CCOC(=O)CCCCNCc1ccccc1 | 4 | -10 | 14 | 14
COc1ccc(NC(=O)Cn2nnc(C(=O)NCc3ccco3)c2N)c(OC)c1 | -5 | · | · | -6
CCCc1nc2ccc(NC(=O)NCCC(=O)OCC)cc2c(=O)n1Cc1ccc(Cl)cc1 | -25 | 41 | -4 | -4
O=C(CNS(=O)(=O)c1ccc(Br)cc1)N1CCN(c2ccc(F)cc2)CC1 | -6 | 1 | -22 | -22
Cc1ccc(C(=O)N2CCN(S(C)(=O)=O)C2)cc1 | -7 | 23 | · | 0
CCn1nccc1C(=O)NC1=C(C#N)CCC1 | -8 | -14 | · | 0
O=C(CSc1nnc(-c2ccncc2)n1Cc1ccccc1)NCCc1ccccc1 | 1 | · | · | 17
COc1ccccc1OCCn1cc(C#N)c2ccccc21 | -8 | 31 | -6 | -6
Cn1c(SCC(=O)NC2CCCC2)nc2cccnc21 | · | -6 | · | ·
CCn1ncc(C2=NOC(C(=O)NCc3ccccc3)C2)c1C (stereo unspecified) | -1 | 5 | -10 | -10
Cc1ccccc1OCC(=O)NC(=S)Nc1ccc2c3c(cccc13)CC2 | 26 | 13 | 25 | 25
O=c1c(-c2ccc3c(c2)OCCO3)coc2c(CN3CCOCC3)c(O)ccc12 | -3 | 5 | 5 | 5
CC(C)(C)OC(=O)N[C@@H](Cc1ccccc1)c1nnc(SCC(=O)c2ccc(Cl)cc2)o1 | 31 | -2 | -29 | -29
COc1cccc(-c2nn(C)c3sc(C(=O)NCc4ccco4)cc23)c1 | 8 | -14 | 19 | 19
O=C(NCCc1ccccc1)C1CCCN1C(=O)Nc1ccc(F)cc1 (stereo unspecified) | 7 | 10 | -5 | -5
Cc1ccc(S(=O)(=O)Nc2ccc(S(=O)(=O)NC(C)(C)C)cc2)cc1 | 3 | -10 | 6 | 6
Cc1cccc(N2CCN(C(=O)CCn3c(=O)[nH]c4ccccc4c3=O)CC2)c1C | -11 | -1 | -8 | -8
COC(=O)C(NC(=O)c1ccccc1)=C(C)C | 10 | 20 | 7 | 7
COc1ccc(NC(=O)c2cccs2)cc1 | 17 | 40 | · | 0
CC1CC(N(C(=O)c2ccco2)c2ccccc2)c2ccccc2N1 (stereo unspecified) | -19 | 15 | -5 | -5
COc1cccc(-n2nnc3c(=O)n(CC(=O)N4CCC(C)CC4)cnc32)c1 | 0 | 13 | -8 | -8
Cc1ccc(NC(=O)C2CCN(C(=O)NC3CCCCC3)CC2)c(C)c1 | -8 | -13 | -13 | -13
Cc1cc(C)cc(-n2nnc(C(=O)NCc3ccccc3)c2N)c1 | 10 | 25 | · | 0
CCCC(C(=O)c1ccccc1)n1cncn1 (stereo unspecified) | 2 | 6 | -4 | -4
COc1ccc(-n2nnnc2SCC#CCO)cc1 | 30 | 18 | 14 | 14
Cc1ccc(S(=O)(=O)c2c(C)nn(C(C)(C)C)c2OC(=O)C2CCCC2)cc1 | -13 | -23 | 18 | 18
Cc1ccc(N(CC(=O)Nc2cccc(N(C)S(C)(=O)=O)c2)S(C)(=O)=O)cc1 | 8 | 8 | 16 | 16
O=C(NCc1ccco1)c1ccc(Cn2c(=O)c3ccccc3n(Cc3ccc(Cl)cc3)c2=O)cc1 | -6 | · | · | -6
CCOC(=O)c1c(C)c(C(=O)NCCOC)c(C)n1CC | 3 | · | · | -6
Cc1ccc(OCC(=O)Nc2ccc(-c3nc4ncccc4o3)cc2)c(C)c1 | ? | · | · | ·
Cc1ccc2cc(-c3noc(C(C)(C)C)n3)c(=O)[nH]c2c1 | 30 | -5 | -4 | -4
CCOc1cc(C#N)c(NC(=O)Cn2nnc3ccccc32)cc1OCC | 14 | -8 | 3 | 3
CCCN(CCC)S(=O)(=O)c1ccc(C(=O)Nc2ccc(OCC(=O)N3CCOCC3)cc2)cc1 | 6 | 25 | 14 | 14
Cc1ccccc1Nc1nc(N)nc(CN(C)c2ccccc2)n1 | 12 | -5 | -4 | -4
Nc1nnc(SC2CC(=O)N(c3ccccc3)C2=O)s1 (stereo unspecified) | 62* | 4 | 54 | 54*
CC(C)C(=O)Nc1ccc(NC(=O)c2ccco2)cn1 | 2 | 14 | · | 0
Cc1ccc(S(=O)(=O)Cc2ccc(C(=O)O)o2)cc1 | 19 | -29 | · | 0
S=C(NN=C(C1CC1)C1CC1)Nc1ccccc1 | 3 | 10 | -10 | -10
O=S(=O)(/N=S1/CC=CCN1S(=O)(=O)c1ccccc1)c1ccccc1 (stereo unspecified) | 13 | 4 | 4 | 4
CCc1cc2cc(C(=O)N3CCN(c4ccccc4)CC3)sc2s1 | 0 | 18 | 8 | 8
Cc1cc(C(=O)CSc2nnc(-c3ccc(Cl)cc3)n2C)c(C)n1CC1CCCO1 (stereo unspecified) | -14 | 46 | -5 | -5
CC(=O)c1cccc(NC(=O)Nc2ccc(C)cc2)c1 | -5 | 11 | 12 | 12
CCOC(=O)N1CCC(N(C(=O)Nc2ccc(Cl)c(Cl)c2)C(C)CC)CC1 (stereo unspecified) | 14 | 20 | 6 | 6
COc1ccc(S(=O)(=O)N2CCC(C(=O)NCc3ccccn3)CC2)cc1OC | 15 | 17 | 21 | 21
Cn1c(=O)[nH]c(=O)c2c1nc(Br)n2CC(O)COCc1ccccc1 (stereo unspecified) | · | -72 | · | ·
Cc1cc(C)n(-c2nc3c(c(=O)n(C)c(=O)n3C)n2C)n1 | -1 | 0 | · | 0
CC1CCN(C(=O)CSc2ccc3nnc(-c4ccccc4)n3n2)CC1 | 5 | -7 | 7 | 7
O=C(CCn1c(=O)[nH]c2ccsc2c1=O)N1CC(=O)N(CCc2ccccc2)C(=O)C1 | 14 | · | · | -4
O=P(O)(c1ccc(Cl)cc1)c1ccc(Cl)cc1 | -5 | 14 | -11 | -11
CCOc1ccc(C2Sc3ccccc3NC3=C2C(=O)OC3)cc1 (stereo unspecified) | 15 | 12 | · | 0
Cc1cc(C)cc(N2C(=O)C3CC=CCC3C2=O)c1 (stereo unspecified) | -6 | 6 | -7 | -7
COc1ccc(OC)c(C2SCCN2S(=O)(=O)c2cccc(C(F)(F)F)c2)c1 (stereo unspecified) | -8 | 3 | 5 | 5
CNC(=O)c1ccc(-c2ccc(F)cc2)s1 | 21 | 24 | 30 | 30
Cc1cc(C(=O)CSc2nnnn2-c2ccccc2)c(C)n1CCc1ccccc1 | -13 | 14 | -17 | -17
CCCCCn1c(=O)[nH]c2cc(C(=O)NCc3ccc4c(c3)OCO4)ccc2c1=O | -14 | -11 | -2 | -2

The results go on.
compound | Yeast growth tox | Yeast eIF2B | Yeast eIF2B mutant toxicity | Yeast growth tox inhibition %
CN(CC(=O)NC(c1ccccc1)c1ccccc1)Cc1nc2ccccc2c(=O)[nH]1 | 9 | · | · | 18
COc1ccc2cnn(-c3ccccc3)c(=O)c2c1OC | · | -18 | · | ·
CCOC(=O)N1CCN(CC(=O)Nc2c(C(=O)OC)[nH]c3cccc(Cl)c23)CC1 | 8 | 19 | -19 | -19
CC1(C)CC(=O)C=C(NC2CCCCCC2)C1 | 11 | 15 | 5 | 5
COc1ccc(-c2nc(N)n(C(=O)Cc3ccccc3)n2)cc1 | 14 | 19 | 22 | 22
CCC(C)NS(=O)(=O)c1ccc(S(=O)(=O)N(CC(=O)Nc2ccccc2)Cc2ccco2)cc1 (stereo unspecified) | -3 | · | · | 10
Cc1cc[n+](-c2nc3ccccc3nc2C(=C=[N-])C#N)cc1 | 43 | 2 | -38 | -38
CC(=O)Nc1ccc(S(=O)(=O)NCc2csc(C)n2)cc1 | -9 | -7 | 7 | 7
CS(=O)(=O)Nc1ccc(Cc2ccc(NS(C)(=O)=O)cc2)cc1 | -2 | 14 | 4 | 4
O=C(CCn1c(=O)oc2ccccc21)N1CCOCC1 | -4 | 16 | 11 | 11
CCCn1nnc(NC(=O)c2cccc(Cl)c2)n1 | 1 | 15 | 2 | 2
O=C1c2ccccc2CC1Sc1nnc(-c2ccncc2)o1 (stereo unspecified) | 7 | 0 | 19 | 19
Cc1[nH]n(-c2ccccc2)c(=O)c1C1(C(F)(F)F)C(=O)N(c2ccc(F)cc2)C2=C1C(=O)CC(C)(C)C2 (stereo unspecified) | 1 | · | · | 24
CCc1ccc(S(=O)(=O)N2CC(=O)Nc3ccccc32)cc1 | 10 | · | · | 15
Cc1cc(C)c(C#N)c(SCS(=O)Cc2ccccc2)n1 (stereo unspecified) | 17 | 7 | -3 | -3
O=C(NC1CCCCCC1)C1CCN(S(=O)(=O)c2ccc(F)cc2)CC1 | 7 | -29 | -19 | -19
COc1cc(NC(=O)CSc2nnc(Cn3nnc4ccccc43)n2C)cc(OC)c1 | -10 | 25 | 8 | 8
CCOC(=O)c1nc2nc(C)cc(=O)n2[nH]1 | 4 | 29 | 8 | 8
Cc1c(/C(O)=C2\C(=O)C(=O)N(CCN(C)C)C2c2cccs2)cnn1-c1ccccc1 (stereo unspecified) | -1 | 26 | -10 | -10
CCOc1cc2[nH]c(=O)n(Cc3cccc(OC)c3)c(=O)c2cc1OCC | -22 | 13 | -17 | -17
CCCCCc1c(C)nc(Nc2nc(C)c3cc(OC)ccc3n2)[nH]c1=O | 15 | 16 | 19 | 19
Cc1ccc(C)c(S(=O)(=O)N2CCN(C(=O)c3cnccn3)CC2)c1 | 5 | 1 | 10 | 10
O=C(CCSc1nnc(-c2ccco2)o1)Nc1ccc(Cl)cc1 | -32 | 57* | · | -21
O=C(CSc1nc2cccnc2n1Cc1ccccc1)NCc1ccco1 | -1 | 29 | -14 | -14
O=C(OCn1nnc2ccccc2c1=O)c1ccc2c(=O)n3c(nc2c1)CCC3 | 20 | 19 | -6 | -6
CCC(C)[C@H](NC(=O)Nc1ccc2c(c1)OCCO2)C(=O)O (stereo partly specified) | 26 | 3 | 3 | 3
Cc1ccc(N2C(=O)C3Sc4[nH]c(=O)sc4C(c4ccccc4)C3C2=O)cc1 (stereo unspecified) | 13 | 6 | -10 | -10
CCOC(=O)c1c(C)oc2c(CN3CCN(C)CC3)c(Br)c(OC)c(O)c12 | -7 | 28 | -23 | -23
O=c1cc(CSc2ccc(Cl)cc2)nc(N2CCOCC2)[nH]1 | 14 | 23 | 11 | 11
CCOc1ccccc1NC(=O)N1CCC(NC(=O)c2cccc(C)c2)CC1 | 23 | · | · | -2

The list is partial; rates above refer to the full screens.
